High-throughput results from PubChem BioAssay.
M1AAP inhibition = malaria alanyl aminopeptidase activity blockers – biochemical, fluorogenic H-Leu-NHMec substrate, 1536-well (AID 1445); recombinant M1AAP, H-Leu-NHMec fluorogenic kinetic assay; higher % means a stronger effect; inhibition, % at 30 µM; hits with a dose series show IC50 in µM; actives 0.42% (n = 220,000);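 active means primary inhibition above the hit cutoff, then over 50% inhibition at one or more dose response concentrations, cut at about 23% in these data, passing the limit was not always enough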;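 further: plate controls were DMSO full reaction for no effect and no enzyme background for full effect; strong numbers were not always called active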
bCat nuc transl = beta-catenin nuclear translocation modulation. HeLa beta-catenin nuclear translocation, immunofluorescence imaging. nuclear translocation activity, % at 5 µM. actives 0.3% (n = 190,000);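 active means nuclear translocation activity above 50% at 5 µM, with a well cell count of 50 or more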;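 further: per-cell ratio of nuclear to cytoplasmic median beta-catenin stain intensity; plate controls were DMSO negative control for no effect and GSK-3 inhibitor IX positive control for full effect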
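System: Human HeLa cells, endogenous beta-catenin | Compound dosing: 5 µM primary, 0.02–20 µM confirmation | Timing: 24 h compound exposure at 37°C, 5% CO2 | Measured by: Fluorescence imaging of beta-catenin antibody stain plus DAPI | Read-out basis: % activation of per-cell nuclear versus cytoplasmic median beta-catenin signal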
Yfh1-off respiration = enhancers of respiration in Yfh1-depleted yeast, dose response, Friedreich's ataxia, plus single-dose screen (AID 1465); S. cerevisiae Yfh1-off respiration, WST-1 reduction, 72 h; higher fold induction means a stronger effect; one-dose fold induction at 50 µM; EC50 in µM for titrated hits; actives 0.074% (n = 220,000);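 active means fold induction of absorbance versus untreated yeast above a set limit, then at least 30% activation at any dose in follow-up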;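 further: activators that raise dye reduction in frataxin-depleted yeast; strong numbers were not always called active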
P. falciparum M17LAP = P. falciparum M17LAP inhibitors, primary screen, biochemical, fluorogenic H-Leu-NHMec substrate, 1536-well (AID 1619). actives 0.38% (n = 220,000). recombinant M17LAP, H-Leu-NHMec fluorogenic kinetic assay; higher % means a stronger effect. one-dose inhibition, % at 30 µM; IC50 in µM for titrated hits;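 active means compound inhibiting the enzyme by more than half at any dose during confirmatory dose-response retesting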;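 further: plate controls were full reaction with DMSO carrier for no effect and no enzyme background for full effect; strong numbers were not always called active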
WT yeast gro inh = growth inhibition of WT yeast, mitochondrial fusion screen. actives 2.1% (n = 190,000). AID 1362. inhibition, % at 10 µM. mitochondrial fusion phenotypic screen, WT strain; in the data active means inhibition above about 58%; tested in S. cerevisiae
T cell modulator = T cell immune modulators affecting CD8 T cell-vesicle binding. 2C CD8+ T cell-vesicle binding, flow cytometry; hits give low values. calls only at 7 µM. actives 0.068% (n = 330,000);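 active means response, share of CD8 T cells binding vesicles, and their 90th percentile fluorescence all below set limits, cut at about 80% in these data, passing the limit was not always enough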
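Read-out – percent CD8+ FL2 mean versus row control · System – murine 2C transgenic CD8+ T lymphocytes · Times – 1.5 h cell–vesicle binding at 37 °C, then 20 min icy labelling · Control set – naked vesicles low, QL9 vesicles with vehicle high · Detection – cytometric PE anti-B7-1 and Alexa647 anti-CD8 signals after 1% paraformaldehyde fixation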
MT stabilize HCS = microtubule stabilization, imaging screen | HeLa tubulin immunostaining HCS, 24 h; share of cells brighter than vehicle mean+2SD | % tubulin-high responders, % at 10 µM | actives 0.83% (n = 200,000);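 active means plate Z-score above 3 for both tubulin-high and condensed-nucleus cell shares, with cell loss under 80%, at 10 µM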;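 further: anti alpha tubulin signal scored within the nucleus-defined area of each cell; some results filed as inactive read as strong as hits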
Dynein cargo inh = dynein cargo transport inhibition. AID 1381. z-score, hits read low. actives 0.47% (n = 220,000). 3617.4 mouse cells, GR-EGFP nuclear translocation imaging; test concentration mostly 20 µM; stimulated with dexamethasone, 1 µM; hits give low values;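 active means plate z-score of nuclear minus cytoplasmic receptor signal below a set negative limit, without overly bright fluorescence or cell loss, cut at about -3.5 in these data, passing the limit was not always enough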;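 further: z-score of nuclear minus cytoplasmic ring GR-EGFP intensity difference per well; some compounds called inactive have numbers as strong as hits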
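Buffer or medium: tetracycline-free induction medium containing charcoal-stripped FBS / Reagent: dexamethasone agonist, 1.0 µM final, for 30 min / Technique: automated 10x imaging of fixed Hoechst-stained cells / Times: induction 48 h, compound 1 h, agonist 30 min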
Autophagy HCS = autophagy modulation, high-content screen. MEF GFP-LC3 puncta imaging; test concentration mostly 10 µM. calls only at 10 µM (by protocol). actives 0.98% (n = 190,000);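 active means percentage of spot-positive cells more than 3 SD above its plate mean, without a fluorescence outlier flag or 80% toxicity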;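 further: spot-positive cell cutoff set from DMSO-treated cells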
WT yeast gro inh mutant strain = further read-out of WT yeast gro inh, marked with its call; inhibition, %; mitochondrial fusion phenotypic screen, mutant strain inhibition
Dynein cargo inh cytoplasmic EGFP = further read-out of Dynein cargo inh, marked with its call; z-score; measured here: cytoplasmic GR-EGFP intensity; hits give high values
Dynein cargo inh nuclear GR-EGFP = recorded beside Dynein cargo inh, whose call it bears; z-score; measured here: nuclear GR-EGFP intensity;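 lower value marks the stronger effect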
Dynein cargo inh cell count = second read-out of Dynein cargo inh, no call of its own (marks repeat the call); z-score; measured here: cell count per field
bCat nuc transl cell count 5 µM = further read-out of bCat nuc transl, marked with its call; cell count; measured here: cell count, cytotoxicity flag
T cell modulator vesicle-bound % = recorded beside T cell modulator, whose call it bears; double positive events, %; measured here: CD8+ vesicle-bound cell fraction;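 binding gate set so that unloaded-vesicle control wells show 10% double positive cells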
MT stabilize HCS Hoechst-high % = recorded beside MT stabilize HCS, whose call it bears; % Hoechst-high responders; measured here: nuclear condensation Hoechst responders;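 share of cells brighter than vehicle mean plus two SD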
MT stabilize HCS cytotoxicity % = recorded beside MT stabilize HCS, whose call it bears; toxicity, %; measured here: cytotoxicity by cell density;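 0% = mean cell density of plate MIN control wells and 100% = no cells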
Autophagy HCS cell loss 18 h = recorded beside Autophagy HCS, whose call it bears; toxicity, %; measured here: cell loss, nuclei count;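 cell loss after 18 h compound exposure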
* marks the source's active call; other numbers are inactive results; i = inactive; x = not tested or not shown.

Results follow in this order: M1AAP inhibition	bCat nuc transl	bCat nuc transl cell count 5 µM	Yfh1-off respiration	P. falciparum M17LAP	WT yeast gro inh	WT yeast gro inh mutant strain	T cell modulator	T cell modulator vesicle-bound %	MT stabilize HCS	MT stabilize HCS Hoechst-high %	MT stabilize HCS cytotoxicity %	Dynein cargo inh	Dynein cargo inh cytoplasmic EGFP	Dynein cargo inh nuclear GR-EGFP	Dynein cargo inh cell count	Autophagy HCS	Autophagy HCS cell loss 18 h
> COc1cc(C2c3c(oc4ccccc4c3=O)C(=O)N2Cc2ccco2)ccc1O (stereo unspecified)
  3%	1.0	1347	i	0%	-1	-14	i	29	3.7	1.9	7.7	-0.59	-0.24	-0.53	0.4	i	1
> COc1ccc(-c2nnc(SCC(=O)c3ccc(C)o3)o2)cc1
  2%	-1.0	1289	i	14%	6	3	x	x	1.8	1.5	4.5	-0.43	-0.088	-0.075	-1	i	2
> O=C(/C=C/c1ccc(Cl)c(Cl)c1)N1CCc2ccccc21
  -1%	-1.6	1195	i	1%	1	-1	i	30	5.9	1.6	11	0.54	0.076	0.54	-1	i	-12
> Cc1cc(Br)ccc1SCC(=O)OCC(=O)NC1CC1
  9%	2.6	1017	i	19%	-15	-1	i	47	1.1	1.3	4.6	-0.99	-0.19	-0.47	0.43	i	-10
> COc1cccc(CN2CCN(C3CCOCC3)CC2CCO)c1 (stereo unspecified)
  -4%	1.9	1330	i	7%	x	x	i	25	x	x	x	0.086	-0.28	0.16	0.6	x	x
> COc1ccc2nc(N3C(=O)CC(Cc4ccc(C)cc4)C3=O)sc2c1 (stereo unspecified)
  4%	-3.5	1151	i	17%	32	-16	i	56	1.7	2.1	8.4	-0.079	-0.2	0.19	-0.74	i	-3
> Cc1ccc(CNC(=O)CCCn2c(=O)[nH]c3ccccc3c2=O)cc1
  12%	-3.7	982	i	2%	17	22	i	8	2.8	1.4	6.4	-0.33	-0.21	-0.021	0.49	i	0
> Cc1c(OC(=O)c2ccc([N+](=O)[O-])cc2)c2c(c[n+]1C)COC(C)(C)OC2
  7%	-2.5	1353	i	-1%	6	15	i	29	3.9	1.9	9.6	-0.78	-0.23	-1.2	-0.16	i	-1
> CCOC(=O)N1CCN(C(=O)c2cn(CCOC)c(=O)c3c2c2ccccc2n3C)CC1
  -3%	-2.3	980	i	-40%	0	-12	i	13	1.9	1.3	2.9	3.9	-0.05	2.5	-2.4	i	-47
> COc1cc2c(cc1OC)C(SC)=NC(C)(C)C2
  1%	-3.6	561	i	-3%	4	-4	i	28	2.9	1.3	4.3	-2.2	1.2	-1.4	0.83	i	-4
> CCc1ccc(-c2nn(-c3ccccc3)cc2C2SCC(=O)N2Cc2ccco2)cc1 (stereo unspecified)
  10%	-0.2	1054	x	-7%	x	x	i	53	2.0	1.5	6.4	-0.61	-0.34	-0.098	1.1	i	14
> CCOc1cc(NC(=S)NCC2CCCO2)c(OCC)cc1NC(=O)c1cccc(C)c1 (stereo unspecified)
  3%	0.9	1295	i	-7%	14	-2	i	42	1.7	1.6	7.7	-0.12	-0.27	0.14	0.14	i	-2
> CC(=O)Nc1ccc(S(=O)(=O)N2CCN(C(=O)N3CCCCCC3)CC2)cc1
  8%	-0.9	1078	i	0%	-9	-4	i	53	3.6	2.3	6.7	-0.26	-0.26	-0.35	-0.22	i	25
> CC(=O)Nc1ccc(CN2CCN(Cc3ccc(C)cc3)C(CCO)C2)cc1 (stereo unspecified)
  3%	2.2	968	i	-3%	5	9	i	18	4.2	1.0	3.7	-0.19	-0.29	-0.19	0.27	i	-28
> CN(Cc1ccno1)C(=O)CC1C(=O)NCCN1CC(c1ccccc1)c1ccccc1 (stereo unspecified)
  -4%	0.3	1017	i	2%	7	15	i	3	3.7	2.9	1.1	-0.47	-0.15	-0.13	0.93	i	7
> CCCCC(=O)Nc1ccccc1C#N
  1%	1.2	536	i	-9%	4	-8	i	52	2.5	2.2	8.0	0.67	-0.14	1.5	-0.68	i	4
> CN(C(=O)CCN1C(=O)C2C3C=CC(C3)C2C1=O)c1ccccc1 (stereo unspecified)
  1%	-0.3	1456	i	-5%	-3	2	i	39	2.7	1.6	9.6	-0.39	-0.29	-0.09	0.59	i	-19
> O=C(NCC1CCCO1)Nc1ccc2c(c1)OCO2 (stereo unspecified)
  5%	-0.2	1141	i	-4%	14	17	i	57	2.8	2.7	6.9	0.73	0.92	0.66	-0.19	i	-16
> COc1ccc(CNc2nc3nc(C)c(Cl)c(C)n3n2)cc1
  -2%	-1.4	1340	i	2%	x	x	i	32	x	x	x	0.87	-0.016	0.28	-1.4	x	x
> COc1ccccc1/C=C/C=N/NC(=O)c1cnccn1
  16%	-1.8	1108	i	8%	9	5	i	60	1.2	1.2	1.5	0.43	-0.18	0.8	-1.1	i	-9
> Cc1cc(C)cc(NC(=O)COc2ccc3c(C)c(Cc4ccccc4)c(=O)oc3c2)c1
  10%	-1.2	973	i	10%	4	-3	i	34	2.6	1.0	6.6	0.43	-0.2	0.34	0.49	i	12
> COc1ccc(Br)cc1C1NC(=O)NC(C)=C1C(=O)N(C)C (stereo unspecified)
  -5%	-1.3	1156	i	3%	3	1	i	20	2.4	1.7	11	-0.047	0.098	0.29	0.7	i	-28
> Cc1cccc(C(=O)NC(C(=O)Nc2ccccc2N2CCOCC2)C(C)C)c1 (stereo unspecified)
  7%	-6.8	1128	i	-2%	-16	7	i	32	4.6	2.5	11	-0.31	-0.37	-0.14	0.84	i	-9
> COc1ccc(C(=O)N2CCN(S(=O)(=O)c3ccccc3)CC2)c(OC)c1
  -1%	-0.5	1105	i	-7%	-2	0	i	61	3.4	1.8	4.8	-0.43	-0.046	-0.55	1.9	i	17
> CCNC(=S)NNC(=O)c1nn(C)c(C)c1Cl
  1%	-5.1	929	i	11%	17	8	i	21	3.3	3.9	0.5	-0.35	-0.18	-0.3	-0.19	i	-3
> Cc1ccccc1NC(=O)/C(C#N)=C\c1cccnc1
  1%	0.1	1071	i	-15%	-1	9	i	32	2.7	1.8	6.5	-0.083	-0.19	-0.34	0.81	i	14
> COC(=O)c1ccccc1NC(=O)c1noc2c1CC(C(C)(C)C)CC2 (stereo unspecified)
  -3%	x	x	i	11%	-3	1	i	8	2.4	1.6	2.6	0.52	0.051	0.18	0.3	i	1
> CCOC(=O)N1CCN(Cc2ccccn2)CC1
  6%	-0.7	1159	i	3%	18	30	i	18	1.3	1.2	11	-1.1	-0.21	-0.25	0.94	i	8
> COc1cc(S(=O)(=O)N2CCCCC2)ccc1NC(=O)c1ccccc1Cl
  -3%	-3.1	1206	i	-6%	2	-11	i	51	4.1	2.1	6.0	-1	-0.26	-0.64	0.24	i	-8
> C=C(C)COc1ccc(-c2[nH]ncc2Oc2ccccc2OCC)c(O)c1
  10%	-2.6	1154	i	0%	-21	8	i	25	5.3	3.4	0.8	-0.49	-0.31	-0.62	0.2	i	5
> O=C(c1ccco1)N1CCN(c2ccc([N+](=O)[O-])cc2Cl)CC1
  9%	-0.5	1289	i	5%	x	x	i	30	x	x	x	-1.1	0.03	0.19	-0.35	x	x
> COCCNC(=O)c1nc2c(nnn2Cc2cc(C)ccc2C)c(=O)[nH]1
  2%	2.3	525	i	-58%	-19	10	i	40	2.9	1.6	8.3	-0.26	-0.27	-0.27	0.77	i	4
> COc1ccc(C(=O)Nc2cc(C(=O)NCCc3ccccc3)ccc2Cl)cc1
  13%	1.4	1117	i	21%	x	x	i	50	1.7	1.1	5.9	1.4	-0.23	1.3	-1.2	i	2
> Cc1cc(C)nc(N2C(=O)CC(C(C)c3ccccc3)C2=O)n1 (stereo unspecified)
  12%	x	x	i	1%	6	15	i	18	3.2	2.3	5.4	-1.2	-0.26	-0.58	0.96	i	25
> CCOC(=O)N1C2=NC(C(=O)OC)=C(C(=O)OC)[C@@H]3Nc4ccccc4[C@]23C[C@H]1C(=O)OC
  6%	-2.4	1193	i	-1%	x	x	i	60	x	x	x	-0.39	-0.62	-0.27	0.075	x	x
> CCOCCOc1nc2c(c(=O)n(C)c(=O)n2C)n1Cc1ccc(C)cc1
  x	-9.6	1116	i	x	17	13	i	43	3.6	3.0	5.2	0.48	0.018	0.66	-1.2	x	x
> CC1(C)Cc2c(C#N)c(SCC(=O)c3ccccc3)nc(N3CCOCC3)c2CS1
  4%	-0.9	1025	i	-2%	7	-7	i	51	1.9	2.0	7.8	-0.11	-0.11	-0.093	-0.18	i	1
> O=C(NCCO)c1ccc(Cl)c(Cl)c1
  3%	-4.4	1170	i	2%	-16	6	i	68	3.7	3.1	4.0	-0.4	-0.27	0.39	0.69	i	5
